Screens from PubChem BioAssay.
APOBEC3G inh = blocks human APOBEC3G single-stranded DNA deamination; 330,000 tested, 0.28% active; Q9HC16; recombinant A3G, ssDNA deamination FAM/TAMRA fluorescence; inhibition, % at 20 µM;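 active means inhibition of at least 40% at 20 µM, with no more than 30% in the related APOBEC3A deaminase screen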;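 further: plate controls were DMSO wells with A3G for no effect and wells lacking A3G enzyme for full effect; some compounds called inactive have numbers as strong as hits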
Target sequence (Q9HC16 whole entry, looked up): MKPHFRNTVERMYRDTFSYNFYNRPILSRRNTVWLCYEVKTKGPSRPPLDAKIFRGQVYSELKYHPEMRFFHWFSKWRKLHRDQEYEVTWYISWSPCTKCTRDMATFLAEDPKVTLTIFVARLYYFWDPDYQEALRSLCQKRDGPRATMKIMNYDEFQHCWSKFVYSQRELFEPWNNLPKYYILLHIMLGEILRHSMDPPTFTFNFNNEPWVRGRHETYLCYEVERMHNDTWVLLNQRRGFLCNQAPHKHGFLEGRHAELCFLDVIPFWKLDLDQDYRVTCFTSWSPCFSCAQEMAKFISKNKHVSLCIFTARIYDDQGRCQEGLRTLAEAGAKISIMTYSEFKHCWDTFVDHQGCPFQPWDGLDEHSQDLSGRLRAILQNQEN
MIN6 prolif = induces beta-cell replication in MIN6 cells. MIN6 cells proliferation, ATPlite luminescence, 48 h; cells starved in 0.2% serum; 100% = growth in 10% serum. proliferation, % at 10 µM. 330,000 tested, 0.29% active;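 active means compounds whose signal lies at least 3.5 SD above the mean of all wells on their plate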;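 further: 0% = DMSO-treated cells in low-serum medium and 100% = 10% serum control; some compounds called inactive have numbers as strong as hits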
TIM10 inh = growth inhibitors of TIM10 yeast strain | S. cerevisiae TIM10 strain growth, BacTiter-Glo luminescence, 24 h | inhibition, % at 10 µM | 330,000 tested, 1.4% active | AID 463195;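 active means inhibition of 40% or more at the single tested concentration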;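 further: wild-type TIM10 isogenic control strain grown at permissive 25 °C; 0% = DMSO yeast wells and 100% = minimal medium wells without yeast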
APOBEC3A inh = human APOBEC3A DNA deaminase inhibition; recombinant A3A, FAM/TAMRA ssDNA deamination fluorescence; inhibition, % at 20 µM; 330,000 tested, 0.41% active;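 active means at least 40% inhibition at 20 µM here, with at most 30% in a related deaminase screen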;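 further: plate controls were A3A with DMSO for no effect and wells lacking A3A enzyme for full effect; some results filed as inactive read as strong as hits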
Target sequence (P31941 whole entry, looked up): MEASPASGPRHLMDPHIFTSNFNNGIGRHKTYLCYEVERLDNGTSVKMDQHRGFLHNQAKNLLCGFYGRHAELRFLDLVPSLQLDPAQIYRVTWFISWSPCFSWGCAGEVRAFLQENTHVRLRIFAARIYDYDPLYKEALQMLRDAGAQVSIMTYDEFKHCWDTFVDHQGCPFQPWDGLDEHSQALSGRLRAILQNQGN
tim10-1 inh = tim10-1 yeast growth inhibition; 330,000 tested, 2.2% active; AID 463190; inhibition, % at 20 µM; S. cerevisiae tim10-1 ts strain growth, BacTiter-Glo, 24 h;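 active means inhibition of at least 40%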;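 further: mutant grown at 25 °C; 0% = DMSO wells with yeast and 100% = wells holding no yeast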
mIAP block = mouse IAP inhibition. purified mouse IAP, CDP-Star luminescence, 30 min. inhibition, % at 10 µM. 330,000 tested, 0.2% active;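 active means inhibition of at least 40% at 10 µM in the primary screen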;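 further: plate controls were DMSO with enzyme for no effect and no enzyme wells for full effect; values of inactives mirror those of a sister screen read the other way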
mIAP act = mouse IAP activation; muIAP, CDP-Star luminescence, 30 min; stronger effect = higher value; 1 = vehicle-only enzyme signal, 0 = enzyme-free wells; activation factor at 10 µM; 330,000 tested, 0.24% active;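 active means activation factor of at least 2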; further: the source names both 10 and 20 µM as test concentration; values of inactives mirror those of a sister screen read the other way
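also added = chemiluminescent substrate CDP-Star | test system = mouse IAP enzyme | signal = chemiluminescence readout | compound = DMSO-dissolved test compounds | incubation = 30 min at room temperature | benchmarks = DMSO wells, no-enzyme wells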
NLRP3 yeast inh = NALP3 inhibition in yeast | Yeast reconstituted NLRP3/ASC/caspase-1, beta-gal luminescence, 24 h | inhibition, % at 10 µM | 330,000 tested, 0.39% active;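 active means inhibition of 50% or more; inactive means inhibition below 50%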;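 further: plate controls were induced DMSO wells for no effect and uninduced yeast grown without galactose for full effect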
hIAP block = human IAP inhibition; purified IAP, CDP-Star luminescence, 30 min; AID 2544; 330,000 tested, 0.12% active; inhibition, % at 10 µM; P09923;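 active means inhibition reaching a set limit with compound at 10 µM in the primary screen, cut at about 35% in these data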;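 further: plate controls were DMSO wells with enzyme for no effect and no-enzyme buffer wells for full effect; values of inactives mirror those of a sister screen read the other way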
Numbers without * were called inactive.

SMILES	APOBEC3G inh	MIN6 prolif	TIM10 inh	APOBEC3A inh	tim10-1 inh	mIAP block	mIAP act	NLRP3 yeast inh	hIAP block
COc1ccc(-n2ccnc2SCC(=O)NCc2ccc(F)cc2)c(OC)c1	-7	0	14	-2	13	-1	1	-15	6
Cc1ccccc1NC(=O)CN1C(=O)NC(C)(c2ccc3c(c2)OCO3)C1=O (stereo not drawn)	-1	1	1	0	0	1	0.99	-3	1
COc1ccc2cc(Br)ccc2c1CC(=O)NCCCN1CCOCC1	3	1	-9	1	11	6	0.94	10	11
O=C(N/C(=C\c1ccc(Br)cc1)C(=O)N1CCOCC1)c1ccc(Br)o1	-4	0	0	1	21	-5	1.1	23	8
CCCCn1c(=O)c(CCC(=O)OCC(=O)NC(=O)NCCOC)nc2ccccc21	-7	-4	7	2	-10	5	0.95	10	-12
Cc1cc(C(=O)NCCc2ccccc2)ccc1[N+](=O)[O-]	-6	-1	-1	-5	7	-5	1	23	3
Cc1ccc(C)c(NS(=O)(=O)c2cc(C(=O)NCc3ccccn3)ccc2Cl)c1	-6	2	8	0	32	4	0.95	-2	12
O=C(NNC(=S)NC(=O)c1ccc(Br)cc1)c1ccc([N+](=O)[O-])cc1	-5	-3	8	-9	-2	9	0.91	53*	-14
COP(=O)(OC)c1nc(-c2cccc3ccccc23)oc1N1CCOCC1	-8	0	-5	-2	32	-9	1.1	8	10
C=CCNC(=O)c1c(N)n(-c2ccc3c(c2)OCO3)c2nc3ccccc3nc12	-3	-2	21	0	16	5	0.95	15	-18
O=C(Nc1ccnn1C1CCN(C/C=C/c2ccccc2)CC1)C1CCCC1	-9	-1	7	-3	5	-24	1.2	1	2
CC(NC(=O)CC1CCCCC1)c1ccccc1 (stereo not drawn)	-5	-4	-1	-7	7	-1	1	25	-5
O=c1c2[nH]c3ccccc3c2ncn1Cc1ccccn1	1	2	4	6	14	5	0.95	6	9
COC(=O)c1cn(-c2ccc(F)cc2)c(=O)c2ccccc12	-7	-1	17	-3	15	3	0.97	9	-9
CC1CCCCC12NC(=O)N(CC(=O)OCc1ccc(Br)cc1)C2=O (stereo not drawn)	-7	-5	9	-2	28	-11	1.1	8	-14
O=C(O)CCC(=O)Nc1ccc(-c2csc(Nc3cccc4ccccc34)n2)cc1	-1	6	14	1	15	12	0.89	-14	-2
CCOc1cc(S(=O)(=O)n2cnc(C)c2)ccc1Cl	-2	-4	-7	-1	27	-5	1.1	15	13
COCCN(C(=O)COC(=O)COc1ccc(Cl)c(C)c1)c1c(N)n(Cc2ccccc2)c(=O)[nH]c1=O	-4	3	5	21	0	1	0.99	12	-2
COc1ccc(CCNC(=O)c2ccc(N3CCCC3=O)cc2)cc1OC	-8	-2	0	-2	0	0	1	15	-2
COc1ccc(-c2cc(Nc3ccccc3NC(=O)C(F)(F)F)n(CCC#N)n2)cc1	-3	0	16	5	16	1	0.99	30	4
Cc1cc(C)nc(N2CCC(C(=O)NNC(=O)Cc3ccccc3)CC2)n1	-5	-2	-3	1	5	7	0.93	13	-29
COC(=O)C1=C(O)/C(=C\c2ccc(CNC(=O)C(=O)Nc3ccc(C)c(C)c3)o2)N=C1C	0	-2	-3	8	4	20	0.8	-2	6
CCCC(=O)Nc1ccc2c(c1)nc(CCN1CCN(c3ccccn3)CC1)n2C	0	1	3	0	24	-9	1.1	5	-5
Cn1nc(Cc2n[nH]c(=S)n2C)c2ccccc2c1=O	-1	-3	8	-3	-13	3	0.97	7	15
Cc1cccn2c(=O)nc(SCC(=O)NCc3ccco3)nc12	-5	0	-8	4	-3	-2	1	3	-7
CC(C)CN(C(=O)COC(=O)CCC(=O)c1ccc(Cl)cc1)c1c(N)n(Cc2ccccc2)c(=O)[nH]c1=O	-1	1	14	1	11	9	0.91	6	-3
CCCCCn1c(CN2CCN(c3cccc(Cl)c3)CC2)nc2c1c(=O)[nH]c(=O)n2C	-3	-3	24	-1	29	5	0.95	-15	-3
O=C(CCNS(=O)(=O)c1ccc2[nH]c(=O)oc2c1)Nc1cccc(Br)c1	-6	0	-6	-5	15	1	0.99	-3	8
O=C(O)CCCCCNC(=O)c1ccccc1Br	-8	0	-6	-9	-18	-8	1.1	3	-7
CC(Oc1cccnc1[N+](=O)[O-])C(=O)Nc1cccc(Cl)c1 (stereo not drawn)	-5	0	16	1	15	4	0.96	14	4

Three entries already listed, sorted by length of the SMILES, low to high:
SMILES	APOBEC3G inh	MIN6 prolif	TIM10 inh	APOBEC3A inh	tim10-1 inh	mIAP block	mIAP act	NLRP3 yeast inh	hIAP block
CC(Oc1cccnc1[N+](=O)[O-])C(=O)Nc1cccc(Cl)c1 (stereo not drawn)	-5	0	16	1	15	4	0.96	14	4
O=C(O)CCC(=O)Nc1ccc(-c2csc(Nc3cccc4ccccc34)n2)cc1	-1	6	14	1	15	12	0.89	-14	-2
COc1ccc(-c2cc(Nc3ccccc3NC(=O)C(F)(F)F)n(CCC#N)n2)cc1	-3	0	16	5	16	1	0.99	30	4

(further entries)
SMILES	APOBEC3G inh	MIN6 prolif	TIM10 inh	APOBEC3A inh	tim10-1 inh	mIAP block	mIAP act	NLRP3 yeast inh	hIAP block
O=C(NCCN1CCCC1=O)C1CCC(=O)N(CCc2cccc(F)c2)C1 (stereo not drawn)	-4	-3	8	-4	4	0	1	-7	-10
CN(C)S(=O)(=O)c1ccc(C(=O)NCc2nnc(SCC(=O)Nc3ccc(F)cc3)n2-c2ccc(F)cc2)cc1	-2	-1	3	0	-4	0	1	2	4
COc1ccc(-c2noc(N3CCC(C(=O)Nc4ccccc4OC)CC3)n2)cc1	-1	3	1	-3	23	-8	1.1	11	5
O=C(Cn1cnc2ccc(Br)cc2c1=O)c1cccs1	-5	-2	21	-5	32	10	0.9	26	11
O=C(Cn1cnc2ccccc2c1=O)c1cccs1	-4	0	6	-3	-20	2	0.98	0	9
O=C(NC1CCCc2ccccc21)c1cccnc1 (stereo not drawn)	-4	0	12	-4	5	-4	1	-7	2
c1ccc(SCc2nc3ccccc3[nH]2)cc1	-3	-3	0	0	14	5	0.95	28	3
O=C(Cn1c(=O)c2cccn2c2ccc(F)cc21)NCCCN1CCN(c2ccccc2F)CC1	3	-4	-54	-1	-18	-12	1.1	10	7
Cc1ccc(-c2nc(S(=O)(=O)c3ccc(F)cc3)c(SCC(=O)NCC3CCCO3)o2)cc1 (stereo not drawn)	2	-1	12	1	10	2	0.98	2	-4
CN(C)CCCN=Cc1c(O)n(Cc2ccc3c(c2)OCO3)c(=O)c2ccccc12	-4	-6	-10	-2	4	18	0.82	1	-2
CN(C)c1ccc(/C=N/NC(=O)CCc2c[nH]c3ccccc23)cc1	-7	-2	15	-4	11	-2	1	-11	-5
COc1ccc(NC(=O)CCC(=O)c2ccc(C(C)C)cc2)cc1	-4	-1	-4	-5	30	-11	1.1	30	-8
O=C(NCCCN1CCCC1=O)c1ccc(Cl)c(S(=O)(=O)N2CCCCC2)c1	-7	-1	5	-3	-29	-12	1.1	7	0
COc1ccccc1N1C(=NC(=O)CCc2ccccc2)SC2CS(=O)(=O)CC21 (stereo not drawn)	-6	-2	-4	-1	21	-2	1	4	-2
COc1ccc(/C=C/C(=O)NC(=S)NNC(=O)Cc2cccs2)cc1	-2	-3	2	-4	-3	20	0.8	13	-39
CCOC(=O)CCc1c(C)nc(SCC(=O)O)c(C#N)c1C	5	1	-17	-6	16	-12	1.1	-14	13
CCC[C@@H](CNC)NC[C@H](Cc1ccccc1)NCCCCc1ccccc1	-13	-9	13	-1	-21	-17	1.2	24	-22
COCCn1c(=NC(=O)c2cc3ccccc3oc2=O)sc2cc(S(N)(=O)=O)ccc21	-10	-1	7	-7	11	11	0.89	12	2
COc1cccc(C=Nc2ccc(C)c(F)c2)c1O	-5	-2	2	-2	0	7	0.93	9	1
Cc1ccc(Cl)cc1N1CCN(C(=O)CN(c2ccccc2)S(=O)(=O)N(C)C)CC1	1	-3	11	15	25	3	0.97	8	10
CCCCNC(=O)c1ccccc1NC(=O)C1=C(C)OCCS1	-6	-4	2	-2	7	4	0.96	11	2
COc1cc2c(cc1OC)C(c1cccs1)N(C(=O)c1cccc(S(=O)(=O)N(C)C)c1)CC2 (stereo not drawn)	0	-1	21	2	15	-5	1	1	-1
COc1ccc(NC(=O)/C(=C\c2ccc3c(c2)OCO3)NC(C)=O)cc1	-2	-1	-1	0	3	2	0.98	-17	-4
O=C(COC(=O)CNC(=O)c1ccccc1Cl)Nc1ccccc1Cl	-2	0	-2	3	10	3	0.97	11	-2
O=C(CCn1c(=O)sc2ccccc21)NCc1ccccc1	-5	-3	7	-3	8	-10	1.1	7	5
COC(=O)c1scc(C#N)c1N/N=C(\C#N)S(=O)(=O)c1ccc(Cl)cc1	0	-6	1	-2	2	0	1	19	-57
Cc1cccc([C@@H]2[C@@H]3C(=O)N(Cc4ccccc4)C(=O)[C@@H]3[C@]3(Cc4ccc(Cl)cc4)C(=O)N(c4cccc(Cl)c4)C(=O)N23)c1	-8	-6	2	0	3	0	0.99	13	6
CCOC(=O)/C=C1\SCC(=O)N1CC(=O)NCc1ccc(OC)c(OC)c1	-10	3	2	-5	-7	8	0.92	12	-16
CC(C)c1ccc(NC(=O)C2CC3CCC2C3)cc1 (stereo not drawn)	1	-2	22	2	-15	-2	1	44	-16
O=C(Nc1cccc(S(=O)(=O)C(F)F)c1)c1ccc(S(=O)(=O)N2CCOCC2)cc1	0	-4	11	-3	9	9	0.91	14	-31
CC(C)(C)c1ccc(C(=O)NCC(=O)N/N=C/c2ccccc2OCC(=O)O)cc1	-5	-1	5	-1	-5	1	0.99	-18	9
COc1ccc(CCNC(=O)c2cnn(-c3ccc(C)c(C)c3)c2NC(=O)c2ccco2)cc1OC	1	-1	-3	6	15	-2	1	15	-13

Molecules above that contain fluorine (9):
SMILES	APOBEC3G inh	MIN6 prolif	TIM10 inh	APOBEC3A inh	tim10-1 inh	mIAP block	mIAP act	NLRP3 yeast inh	hIAP block
COc1ccc(-n2ccnc2SCC(=O)NCc2ccc(F)cc2)c(OC)c1	-7	0	14	-2	13	-1	1	-15	6
COC(=O)c1cn(-c2ccc(F)cc2)c(=O)c2ccccc12	-7	-1	17	-3	15	3	0.97	9	-9
COc1ccc(-c2cc(Nc3ccccc3NC(=O)C(F)(F)F)n(CCC#N)n2)cc1	-3	0	16	5	16	1	0.99	30	4
O=C(NCCN1CCCC1=O)C1CCC(=O)N(CCc2cccc(F)c2)C1 (stereo not drawn)	-4	-3	8	-4	4	0	1	-7	-10
CN(C)S(=O)(=O)c1ccc(C(=O)NCc2nnc(SCC(=O)Nc3ccc(F)cc3)n2-c2ccc(F)cc2)cc1	-2	-1	3	0	-4	0	1	2	4
O=C(Cn1c(=O)c2cccn2c2ccc(F)cc21)NCCCN1CCN(c2ccccc2F)CC1	3	-4	-54	-1	-18	-12	1.1	10	7
Cc1ccc(-c2nc(S(=O)(=O)c3ccc(F)cc3)c(SCC(=O)NCC3CCCO3)o2)cc1 (stereo not drawn)	2	-1	12	1	10	2	0.98	2	-4
COc1cccc(C=Nc2ccc(C)c(F)c2)c1O	-5	-2	2	-2	0	7	0.93	9	1
O=C(Nc1cccc(S(=O)(=O)C(F)F)c1)c1ccc(S(=O)(=O)N2CCOCC2)cc1	0	-4	11	-3	9	9	0.91	14	-31
